Bioassay records deposited in PubChem BioAssay by several laboratories.
VHR inh abs: inhibitors of human VHR1 phosphatase (DUSP3); P51452; recombinant VHR phosphatase, pNPP absorbance; inhibition, % at 13.3 µM; 290,000 tested, 0.52% active; AID 1654; in the data active = inhibition above about 50%; note: some compounds called inactive have numbers as strong as hits
Target sequence (P51452 whole entry, looked up): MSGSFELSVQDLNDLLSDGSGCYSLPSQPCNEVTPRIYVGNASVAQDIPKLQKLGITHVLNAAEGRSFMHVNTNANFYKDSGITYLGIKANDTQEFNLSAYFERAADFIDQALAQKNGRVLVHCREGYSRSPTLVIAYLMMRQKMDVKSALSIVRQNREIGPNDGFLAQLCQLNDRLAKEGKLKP
Vc quorum ag: induces V. cholerae light production without autoinducers; AID 588436; V. cholerae BH1578 lux reporter, luminescence, 6 h; 350,000 tested, 0.16% active; activation, % at 18.7 µM; in the data active = activation mostly above about 9.7%, no sharp cut-off; inconclusive = no clear call, values can overlap the other calls; inactive = mostly below about 3.7%; note: not every result past the cut was called active; inactives centre near 0; reference of the scale not given here
3CLpro inhibitor: SARS-CoV 3CLpro protease inhibition. inhibition, % at 6 µM. 290,000 tested, 0.14% active. P0C6X7. recombinant SARS-CoV 3CLpro, quenched FRET peptide cleavage; in the data active = inhibition above about 12%
Rv3671c protease: inhibits the M. tuberculosis serine protease Rv3671c; inhibition, % at 5.96 µM; AID 2606; 320,000 tested, 0.048% active; P9WHR9; in the data active = inhibition above about 38%;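 note: extracellular domain of Rv3671c used as enzyme; 0% = enzyme with DMSO and 100% = no enzyme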
Target sequence (P9WHR9 whole entry, looked up, the tested form may be a part): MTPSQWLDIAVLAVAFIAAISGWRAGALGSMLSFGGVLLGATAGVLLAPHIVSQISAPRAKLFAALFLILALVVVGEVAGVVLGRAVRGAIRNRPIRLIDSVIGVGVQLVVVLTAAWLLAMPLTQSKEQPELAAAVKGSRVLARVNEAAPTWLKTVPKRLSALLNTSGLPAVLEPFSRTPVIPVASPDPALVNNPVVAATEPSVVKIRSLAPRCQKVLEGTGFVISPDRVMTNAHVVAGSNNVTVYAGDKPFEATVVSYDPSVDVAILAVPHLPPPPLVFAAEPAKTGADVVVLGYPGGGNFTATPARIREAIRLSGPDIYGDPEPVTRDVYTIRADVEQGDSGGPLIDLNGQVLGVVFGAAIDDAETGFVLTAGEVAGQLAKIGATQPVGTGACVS
PfHsp40 rescue: restores yeast growth despite PfHsp40 toxicity | S. cerevisiae expressing PfHsp40, growth rescue, ATP luminescence | growth rescue, % at 12.5 µM | 340,000 tested, 0.68% active; in the data active = growth rescue above about 28%, passing the limit was not always enough; inconclusive = no clear call, values can overlap the other calls;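 note: yeast W303a lacking pdr1 and pdr3 grown in galactose medium; growth measured after three days at 30 °C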
MazF activator: MazEF (E. coli) toxin RNase activation; FAM/BHQ RNA-DNA oligo cleavage fluorescence, 5 h; 350,000 tested, 0.32% active; activation, % at 20 µM; P0AE70; in the data active = activation above about 50%
Target sequence (P0AE70 whole entry, looked up): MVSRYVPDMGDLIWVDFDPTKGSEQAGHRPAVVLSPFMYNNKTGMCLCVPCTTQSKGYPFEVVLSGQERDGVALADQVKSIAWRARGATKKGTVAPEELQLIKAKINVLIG
SSB-PriA inh: K. pneumoniae PriA-SSBct interaction inhibition. 430,000 tested, 0.6% active. inhibition, % at 33 µM. AlphaScreen SSBct-PriA binding, biotinylated peptide; in the data active = inhibition mostly above about 37%, no sharp cut-off; inactive = mostly below about 20%;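 note: plate controls were negative control peptide for no effect and reference peptide for full effect; strong numbers were not always called active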
Y pestis TopoI: Y. pestis Topo-I inhibition via cleavage products. Y. pestis Topo-I cleavage product accumulation, plate reader. activity, % at 10 µM. 360,000 tested, 0.064% active. AID 504884; in the data active = activity above about 50%, passing the limit was not always enough; inconclusive = no clear call, values can overlap the other calls; note: inactives centre near 2
Anthrax LF inh2: inhibitors of Bacillus anthracis lethal factor protease | P15917 | multiplex microsphere protease cleavage assay, LF | inhibition, % at 10 µM | 360,000 tested, 0.12% active; in the data active = inhibition above about 30%; inconclusive = no clear call, values can overlap the other calls; note: plate controls were buffer without enzyme for full effect and enzyme alone for no effect
TcdB inh: TcdB glycohydrolase inhibition; P18177; TcdB glycohydrolase enzymatic assay, plate reader; inhibition, % at 9.99 µM; 350,000 tested, 0.24% active; in the data active = inhibition above about 10%
Numbers without * were called inactive; i = inactive; u = inconclusive; x = no result given. A portion of the library (hit frequency here may not be typical).

no.	compound	VHR inh abs	Vc quorum ag	3CLpro inhibitor	Rv3671c protease	PfHsp40 rescue
1	Cc1cc(NS(=O)(=O)c2ccccc2)c([N+](=O)[O-])cc1C	1	2.2	-2	-1	-1.4
2	COC(=O)c1ccc(COc2cc(O)c3c(c2)OC(C)(C)CC3=O)cc1	4	i	-4	0	1.2
3	Cc1ccccc1/C=N/N1CCN(c2ccccc2)CC1	4	i	1	-10	-0.2
4	COc1ccc(-n2cnnc2SCC(=O)Nc2cc(S(=O)(=O)N3CCCCC3)ccc2C)cc1	8	-0.2	3	-8	0.6
5	COc1cccc(CN(C)C(=O)c2cccc(S(=O)(=O)N3CCN(c4ccccc4)CC3)c2)c1OC	x	i	x	x	4.1
6	CCOC(=O)[C@H]1[C@H]2COc3ccc(Cl)cc3[C@@H]2N2C(=O)[C@@H](CO)NC(=O)[C@@]12C	x	i	x	3	-2.0
7	CCOC(=O)N1CCN(C(=O)c2ccccc2NC(=O)c2ccc(OC)cc2)CC1	-11	-0.2	3	-3	-1.7
8	COCCSc1nnc(NC(=O)c2ccc3c(c2)OCO3)s1	1	0.6	-1	0	-0.7
9	COc1ccc(C(=O)Nc2ccc(C(=O)Nc3cccc(C)c3)cc2)cc1	14	0.0	-2	-9	0.9
10	Cc1ccc(-c2cc(C(F)(F)F)c(C#N)c(SCCC#N)n2)o1	5	i	4	-4	0.7
11	O=C(COc1ccccc1)N=C1SC2CS(=O)(=O)CC2N1Cc1ccccc1 (stereo not given)	60*	-0.6	2	-5	-2.1
12	CC(C)(C)OC(=O)N[C@@H](Cc1ccccc1)C(=O)N1CCC(C(=O)NCC(=O)O)CC1	13	1.1	-2	-6	0.2

no.	MazF activator	SSB-PriA inh	Y pestis TopoI	Anthrax LF inh2	TcdB inh
1	2	22	2	0	x
2	-12	-4	5	-1	x
3	-10	x	3	1	x
4	-7	0	24	2	x
5	-4	4	25	-5	0.9
6	-1	-4	6	-4	0.0
7	0	-7	4	-4	x
8	-5	-10	-2	0	2.6
9	-10	-17	5	-1	1.3
10	-12	9	-4	2	x
11	3	-8	-4	-2	-0.3
12	1	2	1	-8	1.0

Continued, overlapping the part above by 2 compounds.
no.	compound	VHR inh abs	Vc quorum ag	3CLpro inhibitor	Rv3671c protease	PfHsp40 rescue
11	O=C(COc1ccccc1)N=C1SC2CS(=O)(=O)CC2N1Cc1ccccc1 (stereo not given)	60*	-0.6	2	-5	-2.1
12	CC(C)(C)OC(=O)N[C@@H](Cc1ccccc1)C(=O)N1CCC(C(=O)NCC(=O)O)CC1	13	1.1	-2	-6	0.2
13	Cc1onc(-c2ccccc2Cl)c1-c1nc(-c2ccccn2)no1	0	i	-1	-11	0.2
14	S=C(NCC1CCCO1)NC1CCCCC1 (stereo not given)	-14	i	1	-11	-0.9
15	COc1ccc(C=O)cc1COc1ccc([N+](=O)[O-])c(C)c1	33	-0.2	1	1	0.0
16	C/C(N)=C(/C#N)C(=O)CSc1nnnn1-c1ccccc1	17	i	3	2	-1.1
17	CCCCC(=O)Nc1cccc(NC(=S)NC(=O)COc2ccccc2Cl)c1	-5	-0.2	-6	-17	3.8
18	CCCc1[nH]nc2c1C(C1CC=CCC1)C(C#N)=C(N)O2 (stereo not given)	-2	-0.4	-2	-7	0.1
19	O=C(OCCN1CCCCC1)c1c[nH]c2ccccc12	x	i	x	0	u
20	CCOc1ccc(NC(=O)CSc2nc(C)cc(C)n2)cc1	0	i	-4	2	0.6
21	COC(=O)CSc1nnc(CNS(=O)(=O)c2ccc(Cl)cc2)n1C	6	-0.8	1	0	-0.7
22	COC(=O)C1=CN(c2ccc(OC)cc2)C=C(C(=O)OC)C1c1ccc([N+](=O)[O-])cc1	1	i	0	x	4.2
23	O=C(NCC1CCCO1)c1ccc2c(=O)n(Cc3cccc(Br)c3)c(=S)[nH]c2c1 (stereo not given)	26	0.0	-1	6	0.7
24	Cc1ccc(NC(=O)CCNS(=O)(=O)c2ccc3c(c2)oc(=O)n3C)c(C)c1	21	i	-3	0	0.1

no.	MazF activator	SSB-PriA inh	Y pestis TopoI	Anthrax LF inh2	TcdB inh
11	3	-8	-4	-2	-0.3
12	1	2	1	-8	1.0
13	4	-1	2	-5	x
14	-2	-9	2	-4	0.3
15	-3	-13	11	-1	-0.2
16	0	-15	-3	-3	x
17	-24	-5	21	-1	0.8
18	-4	13	11	0	-0.6
19	5	-6	2	-6	0.8
20	8	-10	5	-7	x
21	6	-16	-8	-5	x
22	-2	-6	10	-1	0.4
23	4	-8	3	-4	0.9
24	-5	-5	4	-2	0.7

Next entries
no.	compound	VHR inh abs	Vc quorum ag	3CLpro inhibitor	Rv3671c protease	PfHsp40 rescue
25	CC(=O)c1c(C)[nH]c(C(=O)OCC(=O)Nc2nnc(-c3ccccc3)o2)c1C	x	3.2	x	-10	-0.1
26	CCc1ccc(C(=O)NNC(=S)Nc2ccc(S(N)(=O)=O)cc2)s1	4	-0.4	4	-5	0.3
27	CCC(CC)C(=O)NCCc1ccc(OC)c(OC)c1	-2	-0.3	4	4	0.7
28	O=c1[nH]c(=S)[nH]c(O)c1C(c1ccccn1)c1c(O)[nH]c(=S)[nH]c1=O	32	-1.1	0	-13	-0.5
29	CCOC(=O)C1(CCOc2ccccc2)CCN(Cc2ccc(C#CCCO)cc2)CC1	-13	i	1	10	1.2
30	Cc1nc2cc(C(=O)N3c4ccccc4CC3C)ccc2s1 (stereo not given)	34	i	0	-7	-1.3
31	Cc1nc(NCCCN2CCOCC2)c2oc3ccccc3c2n1	-1	0.4	2	-7	0.0
32	C/C=C/CSc1nc2c(c(=O)[nH]c(=O)n2C)n1Cc1ccc(C)cc1	19	-2.1	-8	2	-0.3
33	Nc1c(-c2ccccc2)cnn1-c1cccc(C(F)(F)F)c1	5	-0.1	1	-11	0.0
34	Cc1nc2ccccc2c2c1C(=O)N(c1ccc(C(=O)O)cc1)C2=O	-20	-1.9	2	14	0.0
35	O=[N+]([O-])c1cccc(S(=O)(=O)Nc2ccc(S(=O)(=O)N3CCCC3)cc2)c1	26	-0.7	2	6	-0.6
36	O=C(Cc1c(F)cccc1Cl)Nc1ncc([N+](=O)[O-])s1	18	x	1	5	0.3

no.	MazF activator	SSB-PriA inh	Y pestis TopoI	Anthrax LF inh2	TcdB inh
25	-8	6	7	-1	-1.4
26	14	6	3	-8	1.0
27	4	7	2	1	x
28	5	-12	4	-1	-6.1
29	4	7	37	17	0.4
30	4	-9	1	1	0.4
31	3	-3	0	8	x
32	1	-1	3	-10	4.5
33	-1	-2	5	-1	x
34	-5	0	-3	-9	1.6
35	-2	7	-2	-3	2.8
36	5	-8	-14	3	6.4

Grouped by structure, the entries above containing a CF3 group.
no.	compound	VHR inh abs	Vc quorum ag	3CLpro inhibitor	Rv3671c protease	PfHsp40 rescue
10	Cc1ccc(-c2cc(C(F)(F)F)c(C#N)c(SCCC#N)n2)o1	5	i	4	-4	0.7
33	Nc1c(-c2ccccc2)cnn1-c1cccc(C(F)(F)F)c1	5	-0.1	1	-11	0.0

no.	MazF activator	SSB-PriA inh	Y pestis TopoI	Anthrax LF inh2	TcdB inh
10	-12	9	-4	2	x
33	-1	-2	5	-1	x

(continued)
no.	compound	VHR inh abs	Vc quorum ag	3CLpro inhibitor	Rv3671c protease	PfHsp40 rescue
37	COCCn1c(C(C)C)nc2ccccc21	-5	-0.5	-1	6	4.0
38	COc1ccc(N2CSC3=C(C#N)C(c4cc(OC)ccc4OC)CC(=O)N3C2)c(OC)c1 (stereo not given)	38	i	-3	-4	-0.1
39	COc1cc(NC(=O)CN(C)C2CCCCC2)c(C)cc1[N+](=O)[O-]	7	0.3	2	-8	-1.3
40	CCN(CC(=O)Nc1ccc2c(c1)OCCO2)C(=O)/C=C/c1cccc(C(F)(F)F)c1	x	i	x	-7	3.6
41	Cc1ccc(-c2csc3nc4cc(C(N)=O)ccc4c(=O)n23)cc1	23	0.8	x	-10	0.1
42	CCOCCCNC(=O)c1c[nH]c2ccc(S(=O)(=O)Nc3cccc(OC)c3)cc2c1=O	-5	2.3	2	-27	-1.0
43	CCCNC(=O)c1ccccc1SCc1c(C)noc1C	10	1.6	3	14	-1.8
44	O=S(=O)(NC(=NC1CCCCC1)c1ccccc1)c1ccc(F)cc1	31	-0.8	-6	-7	-0.6
45	CCOC(=O)c1cccc(NC(=O)c2ccc3c(c2)OCO3)c1	-7	-1.5	-3	-4	1.8
46	CC(=O)NS(=O)(=O)c1ccc(Nc2ccc([N+](=O)[O-])c3nonc23)cc1	4	i	-2	-14	-0.1
47	CCCCn1c(SCC(=O)N2CCOCC2)nnc1-c1ccoc1C	-9	-1.5	-1	1	-0.3
48	O=C(Nc1ccc(Br)cc1)Nn1cnnc1	-14	0.9	-1	9	-1.3

no.	MazF activator	SSB-PriA inh	Y pestis TopoI	Anthrax LF inh2	TcdB inh
37	0	-6	4	-2	-0.2
38	-5	5	-11	-5	x
39	4	2	4	1	0.1
40	1	-2	5	-1	-0.6
41	-15	-2	3	2	0.2
42	-7	-11	-3	-2	x
43	6	-1	4	-1	0.3
44	1	-5	2	0	1.1
45	6	3	5	20	-0.3
46	-1	-5	2	-6	1.0
47	1	-10	2	-6	x
48	-7	-24	5	2	-1.6

The list goes on.
no.	compound	VHR inh abs	Vc quorum ag	3CLpro inhibitor	Rv3671c protease	PfHsp40 rescue
49	Cc1ccc(OCC(=O)N(Cc2cccs2)C2CCS(=O)(=O)C2)cc1C (stereo not given)	25	-0.2	1	2	-0.7
50	O=C(NCc1ccccc1)c1ccc2c(=O)n(CCCN3CCCC3=O)c(=S)[nH]c2c1	23	-0.3	4	-10	0.8
51	Cc1ccc(S(=O)(=O)Nc2nc3ccc(S(C)(=O)=O)cc3s2)cc1	10	-0.4	2	1	0.1
52	Cc1cc(C)n(CCC(=O)N/N=C/c2ccc(O)cc2O)n1	30	-0.6	-4	10	-1.6
53	O=C(C[C@H]1C[C@H](C(=O)N2CCCCC2)[C@@]2(CCc3ccccc3)c3[nH]c4cc(-c5ccco5)ccc4c3CCN2C1=O)NCCC1=CCCCC1	x	i	x	x	-1.4
54	CCOC(=O)c1c(NC(=O)CSc2nnnn2-c2ccc3c(c2)OCO3)sc(C)c1C	1	i	0	1	0.2
55	COc1cc(/C=C/C(=O)O)cc(S(=O)(=O)N2CCc3ccccc32)c1OC	-4	-0.4	0	9	-0.1

no.	MazF activator	SSB-PriA inh	Y pestis TopoI	Anthrax LF inh2	TcdB inh
49	-10	-3	-10	2	2.8
50	1	-6	34	x	x
51	-1	40*	5	0	-2.2
52	4	x	0	0	x
53	3	-5	18	0	x
54	-8	-3	7	-7	x
55	12	8	-5	-4	2.0
